APP 5'UTR act – APP 5'UTR luciferase reporter activation; SH-SY5Y APP 5'UTR luciferase reporter, luminescence; zero percent = DMSO vehicle wells; activation, % at 2 µM; 190,000 compounds, 1% hits;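 active = activation above a set limit, based on mean plus 3 SD of controls, cut at about 140% in these data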; also: values of inactives mirror those of a sister screen read the other way
STAT3 inh – inhibitors of IL-6 induced STAT3 signaling; 190,000 compounds, 0.89% hits; AID 862; U3A cells, IL-6 STAT3-luciferase reporter, luminescence; host cell line lacks STAT1; inhibition, % at 5.5 µM;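 active = inhibition above the mean inhibition across all screened compounds plus 3 SD, cut at about 44% in these data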;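 also: 0% = DMSO only wells and 100% = 100 µM nifuroxazide control wells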
STAT3 act – increases IL-6 driven STAT3 reporter signal | U3A cells, IL-6 STAT3-luciferase reporter, luminescence; 100% = signal with IL-6 EC80 alone | AID 871 | 190,000 compounds, 0.91% hits | activation (% of control), % at 5.6 µM;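 active = activation above the screen-wide mean of compound activation plus 3 SD, cut at about 130% in these data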;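 also: 0% = background luminescence of wells with medium and substrate only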
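System – human U3A cells carrying STAT3-luciferase construct · Probe or stimulus – Interleukin-6, 33 ng/mL · Schedule – compound 1 h, then IL-6 6 h at 37 °C · Signal – luminescence from STAT3-driven luciferase reporter · Evaluation – percent of IL-6-only median luminescence · Benchmarks – IL-6-only high control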
HMGR II inh – E. faecalis class II HMG-CoA reductase inhibition; purified E. faecalis HMGR, NADPH absorbance 340 nm kinetic; inhibition, % at 10 µM; 190,000 compounds, 0.41% hits; AID 1066;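 active = inhibition above a set limit, the median over all tested compounds plus 3 SD, cut at about 9.5% in these data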;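 also: enzyme runs in reverse so mevalonate oxidation gives rising NADPH absorbance; 0% = complete reaction with DMSO and 100% = background rate lacking mevalonate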
TLR4-MyD88 BLA – TLR4-MyD88 interaction inhibition in cells | O00206+Q99836 | inhibition, % at 8.4 µM | HeLa CL3-4 TLR4/MyD88 BLA complementation, FRET ratio | 200,000 compounds, 0.18% hits; in the data active = inhibition above about 25%;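 also: 0% = vehicle and 100% = reference inhibitor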
Target sequence (O00206 whole entry, looked up): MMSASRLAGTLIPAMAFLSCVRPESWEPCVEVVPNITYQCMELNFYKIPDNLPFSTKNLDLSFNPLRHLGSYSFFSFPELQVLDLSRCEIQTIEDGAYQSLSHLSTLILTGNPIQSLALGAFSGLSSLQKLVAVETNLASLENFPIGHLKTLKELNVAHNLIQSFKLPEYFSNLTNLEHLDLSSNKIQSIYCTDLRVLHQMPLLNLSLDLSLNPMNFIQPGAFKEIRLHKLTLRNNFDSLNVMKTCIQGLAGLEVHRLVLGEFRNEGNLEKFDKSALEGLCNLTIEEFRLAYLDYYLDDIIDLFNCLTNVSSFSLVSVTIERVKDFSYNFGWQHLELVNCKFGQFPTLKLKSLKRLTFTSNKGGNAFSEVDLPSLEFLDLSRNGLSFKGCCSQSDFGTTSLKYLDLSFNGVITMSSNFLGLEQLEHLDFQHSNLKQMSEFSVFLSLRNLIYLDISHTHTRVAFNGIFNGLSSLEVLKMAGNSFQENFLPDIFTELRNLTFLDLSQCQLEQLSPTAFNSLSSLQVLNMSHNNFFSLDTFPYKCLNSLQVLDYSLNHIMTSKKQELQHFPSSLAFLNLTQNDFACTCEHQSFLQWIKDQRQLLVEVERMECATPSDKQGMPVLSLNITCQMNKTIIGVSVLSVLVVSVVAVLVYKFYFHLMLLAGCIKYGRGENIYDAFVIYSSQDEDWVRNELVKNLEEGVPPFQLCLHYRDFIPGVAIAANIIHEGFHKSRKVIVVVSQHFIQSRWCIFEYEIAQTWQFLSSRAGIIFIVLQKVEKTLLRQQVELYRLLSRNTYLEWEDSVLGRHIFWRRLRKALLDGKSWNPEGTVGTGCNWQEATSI
Target sequence (Q99836 whole entry, looked up): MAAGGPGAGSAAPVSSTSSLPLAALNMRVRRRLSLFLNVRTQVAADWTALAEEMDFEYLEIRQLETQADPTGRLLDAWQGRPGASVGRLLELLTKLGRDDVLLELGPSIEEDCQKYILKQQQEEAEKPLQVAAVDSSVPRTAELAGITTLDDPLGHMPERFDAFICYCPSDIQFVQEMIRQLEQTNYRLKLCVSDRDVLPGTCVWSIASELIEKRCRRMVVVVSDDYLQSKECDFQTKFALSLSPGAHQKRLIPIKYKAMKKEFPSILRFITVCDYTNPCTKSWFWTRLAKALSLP
Hsp70 act – switches on Hsp70 transcription; HeLa Hsp70 promoter luciferase reporter, luminescence; scaled: vehicle 0, proteasome-inhibitor control 100%; activation, % at 10 µM; 200,000 compounds, 0.04% hits;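 active = activation above the mean across all tested compounds plus 3 SD, cutoff set per campaign, cut at about 5.5% in these data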;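 also: 100% = MG132 at 30 µM as the positive control and 0% = DMSO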
STAT1 act – increases IFN-gamma driven STAT1 reporter signal; NIH 3T3 STAT1-luciferase reporter, luminescence; 100% = IFN-gamma alone, no compound; 200,000 compounds, 2.6% hits; AID 932; activation (% of control), % at 5.5 µM;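 active = activation above the screen-wide mean activation plus 3 SD, cut at about 130% in these data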;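 also: raw ratio to IFN-gamma control signal so 100% means no change and 0% no light; values of inactives mirror those of a sister screen read the other way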
STAT1 inh – reduces IFN-gamma driven STAT1 reporter signal | inhibition, % at 5.5 µM | NIH 3T3 STAT1-luciferase reporter, luminescence | 200,000 compounds, 0.35% hits | AID 920;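 active = inhibition above a set limit, the mean inhibition across all tested compounds plus 3 SD, cut at about 34% in these data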;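 also: 0% = IFN-gamma with DMSO and 100% = IFN-gamma with 300 µM nifuroxazide; values of inactives mirror those of a sister screen read the other way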
Redox H2O2 prof – compounds producing H2O2 with reducing agent – biochemical, NIH compound library profiling, artefact control for MLSCN library redox annotation, primary screen. 200,000 compounds, 0.03% hits. DTT-dependent redox cycling H2O2, phenol red/HRP absorbance; 100% = 100 µM peroxide control, 0% = buffer. AID 878. activation, % at 10 µM;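 active = activation of at least 50% relative to the plate's high and low controls in the primary single-dose screen; inactive = activation below 50%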;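 also: compound incubated with DTT at 0.8 mM final as the reducing agent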
NF-kB neuron act – raises NF-kB expression in human neuronal cells. NF-kB reporter expression; active compounds read high. fold change at 12.5 µM. 190,000 compounds, 1.6% hits; in the data active = fold change above about 3.3
* hit, by the source's call.

`CCN(CC)S(=O)(=O)c1ccc(C(=O)Nc2nnc(C(C)C)s2)cc1` gave APP 5'UTR act 13, STAT3 inh 18, STAT3 act 91, HMGR II inh -4, TLR4-MyD88 BLA 5, Hsp70 act -0.3, STAT1 act 104, STAT1 inh -5, Redox H2O2 prof -0.7 and NF-kB neuron act 1.4.
O=C(COc1ccccc1)Nc1ccc2c(c1)nc1n2CCOC1 was read as APP 5'UTR act 29, STAT3 inh 6, STAT3 act 98, HMGR II inh -3, TLR4-MyD88 BLA -3, Hsp70 act 0.0, STAT1 act 122, STAT1 inh -24, Redox H2O2 prof -2.0 and NF-kB neuron act 1.6.
`O=C(Cn1cnc2ccccc2c1=O)c1ccccc1` gave APP 5'UTR act -14, STAT3 inh -4, STAT3 act 106, HMGR II inh -7, TLR4-MyD88 BLA 10, Hsp70 act -0.6, STAT1 act 115, STAT1 inh -13, Redox H2O2 prof 1.1 and NF-kB neuron act 1.4.
Screening COc1ccc(/C=C/CN2CCN(Cc3ccccc3)C(CCO)C2)cc1 (configuration not stated) returned APP 5'UTR act -9, STAT3 inh -2, STAT3 act 107, HMGR II inh -4, TLR4-MyD88 BLA -4, Hsp70 act -0.1, STAT1 act 92, STAT1 inh 7, Redox H2O2 prof -1.2 and NF-kB neuron act 0.9.
Screening Cc1ccc(S(=O)(=O)NC2=NCN(C3CCCCC3)CN2)cc1 returned APP 5'UTR act -4, STAT3 inh 6, STAT3 act 98, HMGR II inh -1, TLR4-MyD88 BLA 1, Hsp70 act 0.0, STAT1 act 99, STAT1 inh 1, Redox H2O2 prof -3.8 and NF-kB neuron act 1.1.
For c1ccc(-c2ccccc2OCCn2cncn2)cc1 the results were APP 5'UTR act -6, STAT3 inh -4, STAT3 act 107, HMGR II inh -10, TLR4-MyD88 BLA 0, Hsp70 act 0.5, STAT1 act 100, STAT1 inh 0, Redox H2O2 prof 2.5 and NF-kB neuron act 1.1.
For CC1(C(=O)Nc2nccs2)Cc2ccccc2C(=O)O1 (configuration not stated) the results were APP 5'UTR act 3, STAT3 inh -2, STAT3 act 105, HMGR II inh 2, TLR4-MyD88 BLA 0, Hsp70 act -0.5, STAT1 act 97, STAT1 inh 3, Redox H2O2 prof 0.5 and NF-kB neuron act 1.4.
Screening COc1ccccc1CN1C[C@@H]2C[C@@H](c3cccc(C)n3)N3CCC[C@@]23C1=O returned APP 5'UTR act 23, STAT3 inh 5, STAT3 act 98, HMGR II inh -6, TLR4-MyD88 BLA -3, Hsp70 act -0.4, STAT1 act 90, STAT1 inh 9, Redox H2O2 prof -0.6 and NF-kB neuron act 1.1.
O=C(/C=C/c1ccoc1)c1ccccc1O was read as APP 5'UTR act 31, STAT3 inh -4, STAT3 act 104, HMGR II inh -3, TLR4-MyD88 BLA 4, Hsp70 act -0.2, STAT1 act 103, STAT1 inh -4, Redox H2O2 prof 2.4 and NF-kB neuron act 1.8.
`Cc1ccc(CN2CCC(c3cc(-c4cccs4)n[nH]3)CC2)cc1` gave APP 5'UTR act -2, STAT3 inh 11, STAT3 act 93, HMGR II inh -2, TLR4-MyD88 BLA -9, Hsp70 act -0.2, STAT1 act 101, STAT1 inh -3, Redox H2O2 prof -0.2 and NF-kB neuron act 0.78.
Screening CC(=O)c1c(C)[nH]c(C(=O)Nc2cccnc2)c1C returned APP 5'UTR act 9, STAT3 inh 7, STAT3 act 101, HMGR II inh -5, TLR4-MyD88 BLA 8, Hsp70 act 0.1, STAT1 act 118, STAT1 inh -20, Redox H2O2 prof 1.4 and NF-kB neuron act 1.4.
`CCOC(=O)CNC(=O)CSc1nnc(-c2ccccc2)c(-c2ccccc2)n1` gave APP 5'UTR act 14, STAT3 inh 0, STAT3 act 105, HMGR II inh -1, TLR4-MyD88 BLA 5, Hsp70 act -0.1, STAT1 act 97, STAT1 inh 3, Redox H2O2 prof -0.3 and NF-kB neuron act 0.9.
COc1ccc(C(=O)OCC(=O)Nc2cc(C)c(C)cc2[N+](=O)[O-])cc1 was read as APP 5'UTR act -9, STAT3 inh 1, STAT3 act 100, HMGR II inh 1, TLR4-MyD88 BLA -9, Hsp70 act -0.5, STAT1 act 108, STAT1 inh -9, Redox H2O2 prof -0.3 and NF-kB neuron act 1.1.
`Cc1ccc(CCNC(=O)C23CN(Cc4ccccc4)CC2C(c2ccc([N+](=O)[O-])cc2)=NO3)cc1` (configuration not stated) gave APP 5'UTR act 14, STAT3 inh -10, STAT3 act 113, HMGR II inh -2, TLR4-MyD88 BLA -2, Hsp70 act 0.0, STAT1 act 96, STAT1 inh 4, Redox H2O2 prof -3.9 and NF-kB neuron act 0.95.
O=C(CSc1nnc(-c2ccccc2)n1C1CCCCC1)N1CCCC1 was read as APP 5'UTR act 12, STAT3 inh 16, STAT3 act 90, HMGR II inh -3, TLR4-MyD88 BLA -2, Hsp70 act -0.2, STAT1 act 100, STAT1 inh 0, Redox H2O2 prof -0.1 and NF-kB neuron act 1.
For COc1ccc(Nc2ccc(C(=O)O)cc2[N+](=O)[O-])cc1 the results were APP 5'UTR act -27, STAT3 inh -2, STAT3 act 102, HMGR II inh 0, TLR4-MyD88 BLA 3, Hsp70 act 0.3, STAT1 act 101, STAT1 inh -1, Redox H2O2 prof 0.2 and NF-kB neuron act 1.2.
CCOC(=O)c1cc2sc(C)cc2n1CC(=O)N(CC)CC was read as APP 5'UTR act -4, STAT3 inh -2, STAT3 act 106, HMGR II inh -4, TLR4-MyD88 BLA -6, Hsp70 act -0.2, STAT1 act 97, STAT1 inh 3, Redox H2O2 prof 0.7 and NF-kB neuron act 0.97.
Screening CC(C)CC(=O)N/C(N)=N/c1nc2ccccc2s1 returned APP 5'UTR act 203*, STAT3 inh 47*, STAT3 act 64, HMGR II inh -3, TLR4-MyD88 BLA -6, Hsp70 act -0.1, STAT1 act 123, STAT1 inh -24, Redox H2O2 prof 0.1 and NF-kB neuron act 8.7*.
CC1(C)C(=O)C2(CCCCC2)C(=O)OC1c1cccc([N+](=O)[O-])c1 (configuration not stated) was read as APP 5'UTR act 8, STAT3 inh 4, STAT3 act 99, HMGR II inh -10, TLR4-MyD88 BLA -9, Hsp70 act 0.0, STAT1 act 98, STAT1 inh 2, Redox H2O2 prof 0.2 and NF-kB neuron act 0.96.
For O=C(O)CCCC(=O)NS(=O)(=O)c1ccc(Cl)cc1 the results were APP 5'UTR act -5, STAT3 inh 1, STAT3 act 101, HMGR II inh -12, TLR4-MyD88 BLA -3, Hsp70 act 0.1, STAT1 act 95, STAT1 inh 5, Redox H2O2 prof -5.2 and NF-kB neuron act 1.2.
Screening N#CC(c1ccc(Cl)cc1)c1ncc(C(F)(F)F)cc1Cl (configuration not stated) returned APP 5'UTR act -18, STAT3 inh 17, STAT3 act 91, HMGR II inh -7, TLR4-MyD88 BLA -3, Hsp70 act -0.2, STAT1 act 93, STAT1 inh 8, Redox H2O2 prof 1.7 and NF-kB neuron act 1.1.
For CCS(=O)(=O)Nc1c(C)n(C)n(-c2ccccc2)c1=O the results were APP 5'UTR act 5, STAT3 inh 7, STAT3 act 98, HMGR II inh -7, TLR4-MyD88 BLA 0, Hsp70 act 0.3, STAT1 act 101, STAT1 inh -1, Redox H2O2 prof 0.8 and NF-kB neuron act 1.2.
Screening O=C1CC(c2ccccc2)CC(O)=C1C=NCC1CCCO1 (configuration not stated) returned APP 5'UTR act -4, STAT3 inh 3, STAT3 act 102, HMGR II inh -5, TLR4-MyD88 BLA -8, Hsp70 act -0.4, STAT1 act 102, STAT1 inh -2, Redox H2O2 prof -0.7 and NF-kB neuron act 1.3.
For Cc1ccc(C)c(NC(=O)c2ccccn2)c1 the results were APP 5'UTR act 17, STAT3 inh 16, STAT3 act 91, HMGR II inh -9, TLR4-MyD88 BLA -6, Hsp70 act 0.0, STAT1 act 112, STAT1 inh -13, Redox H2O2 prof 1.9 and NF-kB neuron act 1.6.
`Cc1cccc(NC(=O)c2sc(Cl)nc2C)c1C` gave APP 5'UTR act -1, STAT3 inh 9, STAT3 act 93, HMGR II inh -3, TLR4-MyD88 BLA 2, Hsp70 act -0.4, STAT1 act 102, STAT1 inh -3, Redox H2O2 prof 0.3 and NF-kB neuron act 1.2.
`CCc1ccc(N(CC(=O)Nc2ccc(OC)cc2OC)S(C)(=O)=O)cc1` gave APP 5'UTR act 8, STAT3 inh 4, STAT3 act 102, HMGR II inh 4, TLR4-MyD88 BLA 10, Hsp70 act -0.1, STAT1 act 101, STAT1 inh 1, Redox H2O2 prof -2.9 and NF-kB neuron act 1.
For CC(C)NCCOCCOc1ccccc1F the results were STAT3 inh -2, STAT3 act 102, HMGR II inh -11, TLR4-MyD88 BLA 0, Hsp70 act -0.2, STAT1 act 99, STAT1 inh 5, Redox H2O2 prof 8.6 and NF-kB neuron act 1.1.
CCCOc1ccc(S(=O)(=O)NCCN2CCOCC2)c2ccccc12 was read as APP 5'UTR act 5, STAT3 inh 5, STAT3 act 99, HMGR II inh -4, TLR4-MyD88 BLA 2, Hsp70 act -0.3, STAT1 act 101, STAT1 inh -1, Redox H2O2 prof 0.6 and NF-kB neuron act 1.
Screening COc1ccc(C(CNC(=O)c2ccc(C)c(S(=O)(=O)N3CCCCC3)c2)N(C)C)cc1OC (configuration not stated) returned APP 5'UTR act 9, STAT3 inh 13, STAT3 act 95, HMGR II inh -5, TLR4-MyD88 BLA 12, Hsp70 act -0.1, STAT1 act 99, STAT1 inh 0, Redox H2O2 prof -2.6 and NF-kB neuron act 1.2.
`N=C1S/C(=C\c2ccc(O)cc2)C(=O)N1c1ccc(F)cc1` gave APP 5'UTR act 26, STAT3 inh -5, STAT3 act 106, HMGR II inh -2, TLR4-MyD88 BLA -7, Hsp70 act -0.3, STAT1 act 90, STAT1 inh 10, Redox H2O2 prof -1.2 and NF-kB neuron act 1.2.
For CCN(CC)c1cc(-c2ccccc2)ncn1 the results were APP 5'UTR act -9, STAT3 inh 29, STAT3 act 78, HMGR II inh 2, TLR4-MyD88 BLA 3, Hsp70 act -0.2, STAT1 act 95, STAT1 inh 6, Redox H2O2 prof 0.1 and NF-kB neuron act 0.99.
For Cc1cc(N)n2nc(C)c(-c3ccccc3)c2n1 the results were APP 5'UTR act 11, STAT3 inh 6, STAT3 act 99, HMGR II inh -5, TLR4-MyD88 BLA -11, Hsp70 act -0.2, STAT1 act 102, STAT1 inh -2, Redox H2O2 prof 1.3 and NF-kB neuron act 0.72.
`COc1ccc(C(=O)CC(c2ccccc2)S(=O)(=O)c2ccc(C)cc2)cc1` (configuration not stated) gave APP 5'UTR act 43, STAT3 inh 7, STAT3 act 94, HMGR II inh -9, TLR4-MyD88 BLA 6, Hsp70 act -0.4, STAT1 act 89, STAT1 inh 12, Redox H2O2 prof 0.2 and NF-kB neuron act 0.99.
